NPYLR7 agonist: agonists of mosquito NPYLR7 receptor, primary screen, cell-based, Aedes aegypti, calcium fluorescence, mosquito biting behavior | Aedes aegypti neuropeptide Y-like receptor 7 (NPYLR7) | HEK293T NPYLR7/Galpha15, GCaMP6s calcium fluorescence | activation, % at 10 µM | 270,000 tested, 0.15% active | AID 1259423, 2018; in the data active = activation above about 40%;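 note: 0% = vehicle and 100% = reference agonist at the receptor; some compounds past the cut are filed as inactive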
mcGAS lum: cyclic GMP-AMP synthase inhibitors, mouse, primary biochemical chemiluminescence; Q8C6L5; recombinant cGAS, Kinase-Glo ATP depletion luminescence; inhibition, % at 12.5 µM; 160,000 tested, 0.15% active;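 note: 0% = negative control wells and 100% = reference inhibitor with no enzyme activity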
hcGAS lum: Primary biochemical luminescence assay for human cyclic GMP-AMP synthase inhibitors. 290,000 tested, 0.081% active. recombinant h-cGAS, ATP depletion, Kinase-Glo luminescence. AID 1259398, 2018. Q8N884. inhibition, % at 12.5 µM;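 note: 0% = vehicle reaction and 100% = reaction without DNA for no activity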
Target sequence (Q8N884 whole entry, looked up): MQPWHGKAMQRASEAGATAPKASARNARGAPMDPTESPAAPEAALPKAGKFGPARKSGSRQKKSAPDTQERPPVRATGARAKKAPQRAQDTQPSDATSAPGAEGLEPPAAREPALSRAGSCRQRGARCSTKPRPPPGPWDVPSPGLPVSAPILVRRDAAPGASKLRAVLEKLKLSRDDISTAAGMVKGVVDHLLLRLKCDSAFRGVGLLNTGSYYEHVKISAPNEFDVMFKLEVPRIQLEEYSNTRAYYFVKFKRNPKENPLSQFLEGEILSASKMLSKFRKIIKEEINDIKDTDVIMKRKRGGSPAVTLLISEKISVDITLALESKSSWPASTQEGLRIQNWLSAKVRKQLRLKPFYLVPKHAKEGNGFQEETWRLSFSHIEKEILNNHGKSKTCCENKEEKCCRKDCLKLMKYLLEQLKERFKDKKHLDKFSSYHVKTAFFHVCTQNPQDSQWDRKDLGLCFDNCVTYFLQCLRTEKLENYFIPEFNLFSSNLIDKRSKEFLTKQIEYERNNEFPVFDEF
* hit, by the source's call; · = no result given. Cut-off read from the data, not from the text of the source, unless noted: active = inhibition above about 40%; inactive = the rest. Random draw from the library; overall some 0.27% were active at least once.

structure,hcGAS lum,NPYLR7 agonist,mcGAS lum
CC(c1ccccc1)N(Cc1cc(NC(=O)c2cccc(F)c2)ccc1N(C)C)C(=O)c1ccccc1Cl (centres undefined),-4,-12,1
CC(C)Oc1ccc(OCCN[C@H]2CCCCNC2=O)cc1,-7,4,·
O=C(CN1C(=O)C(Oc2ccccc2)C1c1ccccc1)NCc1ccccc1Cl (centres undefined),2,1,·
Cc1[nH]n(-c2ccccc2)c(=O)c1N=Nc1ccccc1C(=O)NCc1ccccc1,-12,-2,·
COc1ccc(OC)c(-c2cccc(-c3cccc(NC(=O)C4=COc5ccc(Cl)cc5C4)c3)n2)c1,0,-6,-4
CCCNC(=O)N1CCN(c2cc(OC)ccc2OC)C(=O)C1C (centres undefined),-1,-2,·
CN1C(=O)NC(c2ccccc2Cl)C2=C1CN(CC(=O)NCc1ccc(F)cc1)C2=O (centres undefined),-6,-1,-5
N#Cc1ccc(Cn2cnc3ccccc32)c(F)c1,-3,-1,·
COc1ccc(OC)c(S(=O)(=O)NC(=O)C2(C)CCN2C(=O)Cc2cc(F)ccc2F)c1 (centres undefined),-5,4,·
COC(=O)c1ccc(COC(CN2CCN(C(=O)Nc3ccc(F)cc3)CC2)c2ccc(Cl)cc2)cc1 (centres undefined),-5,·,-7

Carrying on:
structure,hcGAS lum,NPYLR7 agonist,mcGAS lum
Cc1cc(C)cc(-n2ccnc(NCC(C)c3ccccc3)c2=O)c1 (centres undefined),-3,2,-7
CC1(C(=O)NS(=O)(=O)c2ccc(Cl)s2)CCN1C(=O)C1CCCCC1 (centres undefined),-5,5,·
O=C(c1cn(-c2ccccc2)nc1-c1ccc(Cl)cc1)N1CC[C@H](O)[C@@H](O)C1,-13,4,-15
CCc1nc2ccc(C(=O)N(C)CCN(C)C)cn2c1N(C)Cc1ccc(OC)cc1,2,-11,1
Cc1c(C)n2c3c(=O)n(Cc4ccc(F)cc4)c(=O)n(C)c3nc2n1C(C)C,-10,13,·
Cc1cc(CSCc2cccc(F)c2)no1,-9,4,-17
CC(C1CC1)N(C)C(=O)C1CC(c2ccc(Cl)cc2Cl)=NO1 (centres undefined),-5,-8,·
COc1ccc(-c2cc(N)n(C3CCS(=O)(=O)C3)n2)cc1 (centres undefined),4,6,·
Cc1cccc(NC(=Nc2nc(C)cc(C)n2)NC(=O)c2ccccc2)c1,-1,-3,·
CC(=O)Nc1ccc(OC(C)=O)cc1,-1,-5,·

Additional records
structure,hcGAS lum,NPYLR7 agonist,mcGAS lum
O=C(O)CC(C(=O)O)P(=O)(c1ccccc1)c1ccccc1 (centres undefined),-5,0,-2
CCOC(=O)c1cc(C2CC2)n(-c2ccc(C(=O)NCCc3cccs3)cc2)n1,-2,2,-6
CC(C)c1cc(Oc2ccccc2Cl)nc(SCc2cccc(C#N)c2)n1,-7,1,-5
N#CC1C(=N)Oc2cc(N)ccc2C12C(=O)Nc1ccccc12 (centres undefined),2,2,1
CC1(C(=O)NS(=O)(=O)Cc2ccccc2)CCN1C(=O)C1(c2ccc(Cl)cc2)CCC1 (centres undefined),-3,1,·
CC(C)COc1nc(-c2ccc3c(c2)OCO3)n(-c2ccc(NC(=O)/C=C/c3ccc([N+](=O)[O-])cc3)cc2)n1,-3,17,-6
O=S1(=O)CCN2C(=N1)Sc1cc(F)c(F)c(F)c12,-5,1,-5
CCN(CC)c1onc(-c2ccc(F)cc2)c1CN(CCN(C)C)C(=O)C1CCCC1,-8,9,-8
COCCN(CCOC)C(=O)NCCc1ccccc1,-7,-3,·
CC(C)(C)c1cc(NC(=O)c2cc(F)cc(C(F)(F)F)c2)n(-c2ccc(Br)cc2)n1,-9,20,-8

Some values from above.
N#CC1C(=N)Oc2cc(N)ccc2C12C(=O)Nc1ccccc12 (centres undefined) – mcGAS lum = 1
CC(C)c1cc(Oc2ccccc2Cl)nc(SCc2cccc(C#N)c2)n1 – NPYLR7 agonist = 1
O=C(O)CC(C(=O)O)P(=O)(c1ccccc1)c1ccccc1 (centres undefined) – NPYLR7 agonist = 0
CC(C)(C)c1cc(NC(=O)c2cc(F)cc(C(F)(F)F)c2)n(-c2ccc(Br)cc2)n1 – hcGAS lum = -9

(cont.)
structure,hcGAS lum,NPYLR7 agonist,mcGAS lum
Cn1cc(C(=O)O)c(-c2ccc(NS(=O)(=O)c3cccc(F)c3)cc2)n1,6,0,·
O=C(NS(=O)(=O)Cc1ccon1)c1ccc(Cl)s1,-8,-15,·
CCCCCCNC(=O)CCCCSc1nnc(-c2ccccc2)n1-c1ccc(Cl)c(Cl)c1,0,2,-2
CCOc1ccc(-n2c(=O)[nH]c3c(C(N)=O)nc(-c4ccccc4)nc32)cc1,-7,-3,-7
CC1(C(=O)NS(=O)(=O)c2cccc3cccnc23)CCN1C(=O)C/C=C/c1ccccc1 (centres undefined),-7,0,·
CS(=O)(=O)NC1CCN(Cc2sc3ccccc3c2Cl)CC1,-5,6,·
COCCNc1oc2c(c1-c1ccccc1)c(=O)oc1c(C)cccc12,1,-3,-7
C=CCN1C(=O)c2[nH]nc(-c3cc(C)c(C)cc3O)c2C1c1ccccc1F (centres undefined),7,0,-2
CCn1cc(CN2CCCC(OCc3cccnc3)C2)cn1 (centres undefined),-2,-4,·
Cc1ccc(C)n1-c1ccc(C(=O)NCC(=O)N2CCN(CC(=O)N3CCCCC3)CC2)cc1,-9,4,·

Continued.
structure,hcGAS lum,NPYLR7 agonist,mcGAS lum
O=C(N=C1N=C2C=CC(Cl)=CN2Cc2ccccc21)c1ccc(S(=O)(=O)N2CCOCC2)cc1,-6,-3,-8
NC(c1csc(Nc2ncccn2)n1)C1CCCCC1 (centres undefined),-6,-1,·
COc1cccc(OC)c1-c1c(-c2ccccc2)ncn1[C@H]1CCCC[C@@H]1O,-5,·,-17
COc1ccc(-c2nc(N(CCCN3CCOCC3)CCC(=O)NC3CC3)c3ccccc3n2)cc1,-8,25,-7
Cc1ccc(-n2nnnc2CNC(=O)CC(c2ccccc2)c2ccccc2)cc1C,-5,22,-5
Cc1cc(Cl)ccc1OCCCC(=O)NN=Cc1ccco1,-4,4,-8
O=C1CC2CS(=O)(=O)CC2N1c1ccccc1 (centres undefined),-5,1,·
COCCCNC(=O)CN(c1ccc(C)cc1)S(=O)(=O)c1ccc(OC)c(OC)c1,-6,3,-7
CC(=O)NCCn1ccnc1-c1c(C)n(C)n(-c2ccccc2)c1=O,-3,-4,·
COC(=O)CCC(=O)N1CCOC(Cc2ccc(OC)cc2)C1 (centres undefined),-6,6,·

Further compounds.
structure,hcGAS lum,NPYLR7 agonist,mcGAS lum
Cc1cc(C)c(C)c(OCc2nc(C(=O)O)cs2)c1,-1,16,·
CCOP(=O)(OCC)C(=C1C=C(C(C)(C)C)C(=O)C(C(C)(C)C)=C1)P(=O)(OCC)OCC,-5,-9,·
CCCN(CC(=O)Nc1cc(C(C)(C)C)nn1-c1ccc(Cl)cc1)C(=O)CCl,1,2,-1
COC(=O)C1(NC(=O)c2ccc(C(F)(F)F)cc2)CCS(=O)(=O)CC1,-9,7,·
CCOC(=O)c1csc(CSc2nnc(C)n2-c2cccc(Cl)c2)n1,-9,·,-10
Cc1cc(NC(=O)c2ccco2)n(-c2nc3c(cnn3-c3ccc(C)c(C)c3)c(=O)[nH]2)n1,-2,·,-9
CCCCN1C(=O)c2ccccc2NC12CCN(C(=O)/C=C/c1ccoc1)CC2,-7,0,·
Cc1cc(C)c(-c2c(-c3ccccc3)ncn2CC2(O)CCN(C)CC2)c(C)c1,-5,-5,-13
Cc1cc(C(=O)Nc2cc(C)nn2-c2ccccc2)n(C)n1,-5,1,-6
CCc1n[nH]c2c1CN(C(=O)c1cccc(-n3nc(C)cc3C)c1)CC2,-11,21,·

(continued)
structure,hcGAS lum,NPYLR7 agonist,mcGAS lum
Cc1cccnc1-n1c(SC(C)C#N)nc2ccccc2c1=O (centres undefined),-7,-1,·
COCCNS(=O)(=O)c1cc(C(=O)O)cc(-c2cc(F)ccc2F)c1,-5,-1,·
CCc1cc(N2CCN(C(=O)OC(C)(C)C)CC2)n2ncnc2n1,11,6,2
CC(C)N(Cc1cc(NC(=O)c2ccccc2Cl)ccc1N(C)C)S(C)(=O)=O,-4,·,-4
Cc1cccc(C(C)(C)C)c1NC(=O)N[C@H](Cc1ccccc1)C(=O)N1CCC(C(=O)N2CCOCC2)CC1,-10,-3,-9
CCn1c2ccccc2c2nnc(SCC(=O)N3CCCC3=O)nc21,-6,3,·
Cn1c(=NC(=O)C2=COCCO2)sc2c3ccccc3ccc21,-4,4,·
Cc1cc(NC(=O)C23CC4CC(CC(C4)C2)C3)n(-c2nc(C)c(C)c(=O)[nH]2)n1,-10,11,-8
Cc1cc(C(=O)Cn2cnc3c2c(=O)n(C)c(=O)n3C)c(C)n1CC1CCCO1 (centres undefined),-4,7,·
O=C(Cc1n[nH]c(=O)c2ccccc12)NCCc1ccc(Cl)cc1,-7,2,·

Continued.
structure,hcGAS lum,NPYLR7 agonist,mcGAS lum
CC(Oc1ccc(F)cc1)C(=O)NCCCn1nc(-c2ccc(Cl)cc2)ccc1=O (centres undefined),-5,-2,·
C=CCNC(=O)N1CC[C@H]2CC(=O)N(CCN3CCOCC3)CC[C@H]2C1,-5,-9,-7
CC1Cc2ccccc2N1Cc1cc(=O)n2[nH]cnc2n1 (centres undefined),-3,6,·
CN1C(=CC=NNc2nc3ccccc3s2)C(C)(C)c2ccccc21,-12,6,·
CC(=NNC(=O)OC(C)(C)C)c1ccc(Cl)s1,-2,0,·
CC(C)S(=O)(=O)Oc1cccc(CN(Cc2ccc(F)cc2)C(=O)c2ccccc2Cl)c1,2,-6,0
Cc1ccsc1[C@@H]1CCN(Cc2cn[nH]c2C(=O)O)C[C@H]1O,-3,-3,·
CC(=O)N1CCC(N2CCC(CO)(Cc3ccccc3Cl)CC2)CC1,-3,16,-6
O=C(CN1c2cccc3cccc(c23)S1(=O)=O)NNC(=O)c1ccccc1Br,-3,7,-6
CC(C)CNC(=O)NC(=O)CSc1nnc(-c2ccncc2)n1Cc1ccccc1,-5,-7,·

(further entries)
structure,hcGAS lum,NPYLR7 agonist,mcGAS lum
CCCOc1ccc(NC(C)C(=O)NC(N)=O)c(C)c1 (centres undefined),4,0,·
Cc1cc(C)n(CC(C)CNC(=O)Cn2ccc(=O)[nH]c2=O)n1 (centres undefined),-5,1,·
Cc1cc(OCC(=O)NNC(=O)Nc2ccccc2)cc(C)c1Cl,-1,-2,·
CC12CCC(CC1=NN=Cc1ccc([N+](=O)[O-])cc1)C2(C)C (centres undefined),-4,4,·
CCC(CC)C(=O)Nc1nnc(SCC(=O)Nc2ccc(Br)cc2)s1,-4,-6,-4
CCOC(=O)c1cnc(SCC(=O)N(C)c2ccccc2)nc1N,5,-7,·
O=C(CSc1nc2c(c(=O)n1-c1ccc(F)cc1)SCC2)OCc1ccccc1,4,-1,-2
NC(=O)CC1CCCCN1CCC(=O)Nc1cc(F)cc(F)c1 (centres undefined),-12,7,·
COCC(=O)N1CCN(C(C(=O)Nc2ccc(C(C)C)cc2)C2CCCC2)CC1 (centres undefined),-9,-2,-7
CN1CCc2c1nc1ccccc1c2N=C1CCCN1c1ccccc1,-3,0,·

(next part)
structure,hcGAS lum,NPYLR7 agonist,mcGAS lum
Cc1cc(C)n(-c2ccc(Nc3ccc(NC(=O)C(C)C)cc3)nn2)n1,-6,-8,-7
CC(C)CNCc1nccn1Cc1ccccc1Cl,-1,-4,-4
NC(=O)c1sc(-c2ccsc2)cc1N,3,2,·
CCCSc1ncc(-c2nccn2Cc2cnn(CC)c2)cn1,-5,4,-18
Clc1ccc(Cc2nc(CSCc3ccco3)cs2)cc1Cl,-5,12,-1
CCS(=O)(=O)N1CCN(c2ccc(-n3nc(C)cc3C)nn2)CC1,-5,-1,-8
COc1cccc(C2(C)NC(=O)N(Cc3c(C)noc3C)C2=O)c1 (centres undefined),-11,6,·
Cc1cccc2[nH]c(CCN(C)C(=O)c3ccoc3)nc12,-4,15,·
FC(F)(F)C1CCCN(Cn2nc(-c3ccncc3)n(C3CC3)c2=S)C1 (centres undefined),-5,7,·
c1snnc1C12CC3CC(CC(C3)C1)C2,-5,·,-4

(list continues)
structure,hcGAS lum,NPYLR7 agonist,mcGAS lum
O=S(=O)(N1CCCC1)N1CCC(c2nc3ccccc3[nH]2)CC1,-4,10,-7
Cc1ccc(C2Nc3ccccc3N=C3CC(c4ccccc4)CC(=O)C32)cc1 (centres undefined),-2,-10,-5
C=CCOC(=O)C1C(C)=Nc2nc(SCC=C)[nH]c(=O)c2C1c1cccc(C)c1 (centres undefined),-8,-4,·
CCn1c(C)cc(O)c(C(c2cccs2)N2CCN(C)CC2)c1=O (centres undefined),-4,13,·
CCCN(Cc1ccc(C(O)(C=C(C)C)C=C(C)C)o1)Cc1cccc(OC)c1OC,-1,3,2
COc1ccc(-c2cnc(NC(C)=O)cn2)cc1OC,-16,4,·
CCCCCn1c(CN2CCCCC2)nc2c1c(=O)n(C)c(=O)n2C,6,-16,·
COc1ccc(-c2ccc(NS(=O)(=O)c3cc(C)c(OC)cc3C)cc2)nn1,-4,-4,-7
CC(=O)C1=C(C)NC(=O)NC1c1ccco1 (centres undefined),-1,-5,·
S=c1[nH]nc(NCCc2ccccc2)s1,-4,1,·
CCOC(=O)c1cc(C(C)CC(C)(C)C)sc1NC(=O)CCSC (centres undefined),-5,4,-7
COc1ccc(S(=O)(=O)NCC2CCCO2)cc1N1CCN(C(=O)c2cccc(C#N)c2)CC1 (centres undefined),-8,3,-7

Another view of part of the listing above:
smiles: COc1ccc(S(=O)(=O)NCC2CCCO2)cc1N1CCN(C(=O)c2cccc(C#N)c2)CC1 (centres undefined)
  hcGAS lum = -8; NPYLR7 agonist = 3; mcGAS lum = -7

smiles: O=S(=O)(N1CCCC1)N1CCC(c2nc3ccccc3[nH]2)CC1
  hcGAS lum = -4; NPYLR7 agonist = 10; mcGAS lum = -7

Assay outcomes deposited in PubChem by Fisher Drug Discovery Resource Center.
